Assay outcomes (PubChem)
TR SRC2 fluor cs: Total Fluorescence Counterscreen for Inhibitors of the Interaction of Thyroid Hormone Receptor and Steroid Receptor Coregulator 2; hit rate 0.29% among 280,000; TRb/SRC2 Texas Red total fluorescence interference; Potency, µM (doses to about 106 µM), inactives show top-dose fluorescence change, negative = quenching; active means well fitted curve in either direction with a large enough effect; inconclusive means small, poorly fitted or top-dose-only effect
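Human TRβ ligand-binding domain (0.6 uM) and Texas Red SRC2 peptide (20 nM) in Tris buffer with 1 uM T3 and 5% DMSO were incubated with pinned compound for 5 hr at ambient temperature. Total fluorescence was computed as S + 2P (555/632 nm).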
GAA inhib: qHTS Assay for Inhibitors of Human alpha-Glucosidase as a Potential Chaperone Treatment of Pompe Disease; Lysosomal alpha-glucosidase (Homo sapiens), P10253; purified human GAA, 4-MU-alpha-glucoside fluorescence; Potency, µM (titrated, usually from 76.9 µM), inactives show top-dose activity change, negative = inhibition, most hits filed as inhibitors; hit rate 0.005% among 200,000; AID 1466, 2008;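 further: plate controls were uninhibited enzyme wells for no effect and no-enzyme background for full effect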
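qHTS format, compound range up to 77 uM. Human lysosomal enzyme at 4 nM, 400 uM 4-MU glucoside substrate, pH 5.0, 20 min room temperature; fluorescence after alkaline stop gives activity normalized to controls.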
GAA spleen mod: qHTS Assay for Inhibitors and Activators of Human alpha-Glucosidase From Spleen Homogenate; human spleen homogenate, 4-MU-alpha-glucoside fluorescence; Potency, µM (series often up to 79.9 µM), for the others: at the top dose activity change, negative = inhibition, most hits filed as inhibitors; hit rate 0.006% among 240,000;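 further: 0% = enzyme with vehicle and -100% = no enzyme basal signal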
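Enzyme source: human spleen homogenate, 1 ug/well. Buffer 50 mM citric acid/K phosphate pH 5.0, 0.01% Tween-20. 4-MU-alpha-glucoside 1 mM; 37 C x 40 min; NaOH/glycine stop; fluorescence.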
TRb-SRC2 inh: qHTS for Inhibitors of the Interaction of Thyroid Hormone Receptor and Steroid Receptor Coregulator 2. Thyroid hormone receptor beta (Homo sapiens), P10828. TRbeta-SRC2 peptide binding, fluorescence polarization; receptor liganded with 1 µM T3. Potency, µM (highest dose often 106 µM), for the others: top-dose activity change, negative = inhibition, hits mostly inhibitors. hit rate 0.065% among 280,000. AID 1469, 2008;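 further: plate controls were bound peptide for no effect and peptide without receptor for full effect; nearly all actives have a fitted effect of over 50% in size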
Target sequence (P10828 whole entry, looked up): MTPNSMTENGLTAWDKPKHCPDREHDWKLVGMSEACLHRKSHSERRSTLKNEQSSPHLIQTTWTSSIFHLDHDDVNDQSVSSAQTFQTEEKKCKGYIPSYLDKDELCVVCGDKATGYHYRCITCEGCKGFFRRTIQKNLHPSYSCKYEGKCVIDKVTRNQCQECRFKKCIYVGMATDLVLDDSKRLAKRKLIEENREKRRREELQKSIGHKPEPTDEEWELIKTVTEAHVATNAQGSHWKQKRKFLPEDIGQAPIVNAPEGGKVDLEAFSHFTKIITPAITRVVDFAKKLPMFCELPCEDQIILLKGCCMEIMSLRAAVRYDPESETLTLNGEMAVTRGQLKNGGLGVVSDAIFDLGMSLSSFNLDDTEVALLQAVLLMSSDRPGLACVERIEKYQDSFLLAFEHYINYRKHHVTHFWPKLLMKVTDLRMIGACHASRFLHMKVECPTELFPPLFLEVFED
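Compounds were added to 0.6 uM TRb ligand-binding domain and 20 nM Texas Red-labeled SRC2 peptide in Tris buffer containing 1 uM T3, incubated 5 hr at ambient temperature, then read by fluorescence polarization.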
GoLoco inh red: qHTS Assay for Inhibitors of RGS12 GoLoco Motif Activity (Red Fluorophore); AID 880, 2007; Guanine nucleotide-binding protein G(i) subunit alpha-1 (Homo sapiens), P63096; Potency, µM (titrated, usually from 61.6 µM), for inactives: at the top dose activity, negative = inhibition, hits mostly inhibitors; hit rate 0.44% among 230,000; Gai1:RGS12 GoLoco peptide FP, rhodamine, 10 min; active means well fitted inhibition curve with a large enough effect, not every such curve was filed as active; inactive means no such curve, though single readings can be large or run the other way; further: nearly all actives have a fitted effect of over 30% in size; many of its hits are not listed in these tables
L3MBTL1 block: qHTS Assay for the Inhibitors of L3MBTL1 | Lethal(3)malignant brain tumor-like protein 1 (Homo sapiens), Q9Y468 | hit rate 0.66% among 230,000 | Potency, µM (top dose mostly 57.1 µM), without a hit: at the highest dose activity, negative = inhibition, usual class: inhibitors | AlphaScreen L3MBTL1–H3K9me1 peptide binding; further: nearly all actives have a fitted effect of over 60% in size
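AlphaScreen assay: L3MBTL1 (50 nM final) was preincubated 30 min at room temperature with biotinylated H3(1-15)K9me1 peptide (75 nM final), then 30 min with library compounds; streptavidin donor and nickel chelate acceptor beads (10 ug/mL final) added, 30 min dark.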
RECQ1 helicase: qHTS Assay for Inhibitors of RecQ-Like Dna Helicase 1 (RECQ1) | ATP-dependent DNA helicase Q1 (Homo sapiens), P46063 | RECQ1 DNA unwinding, red fluorescence kinetic read | Potency, µM (titrated, usually from 57.3 µM), without a hit: top-dose activity, negative = inhibition, hits mostly inhibitors | hit rate 0.54% among 240,000 | AID 2549, 2010;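 further: plate controls were vehicle for no effect and no enzyme for full effect; nearly all actives have a fitted effect of over 30% in size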
Target sequence (P46063 whole entry, looked up): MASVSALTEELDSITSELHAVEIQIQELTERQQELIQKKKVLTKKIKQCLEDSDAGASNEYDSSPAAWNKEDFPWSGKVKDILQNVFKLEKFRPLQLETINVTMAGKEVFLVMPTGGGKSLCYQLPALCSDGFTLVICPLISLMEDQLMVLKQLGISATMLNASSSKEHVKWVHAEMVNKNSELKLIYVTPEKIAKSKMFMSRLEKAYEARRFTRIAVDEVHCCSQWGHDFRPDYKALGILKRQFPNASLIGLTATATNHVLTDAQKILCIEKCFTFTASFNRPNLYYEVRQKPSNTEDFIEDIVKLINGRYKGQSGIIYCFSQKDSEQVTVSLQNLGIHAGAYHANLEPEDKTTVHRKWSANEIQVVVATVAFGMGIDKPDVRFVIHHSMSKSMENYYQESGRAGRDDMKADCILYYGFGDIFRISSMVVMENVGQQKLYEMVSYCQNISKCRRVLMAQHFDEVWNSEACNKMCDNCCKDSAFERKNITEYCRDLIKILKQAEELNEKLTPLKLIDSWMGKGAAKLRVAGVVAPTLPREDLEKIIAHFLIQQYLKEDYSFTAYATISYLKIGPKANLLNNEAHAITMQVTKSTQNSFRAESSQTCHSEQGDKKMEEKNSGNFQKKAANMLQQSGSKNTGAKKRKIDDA
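50 nM RECQ1T1 preincubated 15 min with compound in Tris pH 8.0 buffer with MgCl2, DTT, Tween-20 and 2.5 ug/ml poly(dI-dC); started with 200 nM TAMRA/BHQ-2 forked duplex and 2 mM ATP. Unwinding read as fluorescence (525/598 nm), two reads 2 h apart.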
GAA glycogen mod: qHTS Assay for Inhibitors and Activators of Human alpha-Glucosidase Cleavage of Glycogen. hit rate 0.38% among 300,000. Potency, µM (doses to about 76.4 µM), for the others: at the top dose activity change, negative = inhibition, usual class: inhibitors. recombinant GAA, glycogen substrate, Amplex Red glucose oxidase fluorescence;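 further: 0% = full enzyme reaction and -100% = no-enzyme basal signal; the screen sought inhibitors and activators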
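Recombinant human enzyme (4 nM); glycogen substrate; 37 C, 40 min, pH 5.0. Readout: coupled glucose oxidase/Amplex Red fluorescence.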
* hit, by the source's call; i = inactive; ? = inconclusive; . = not tested or not shown; [ ] = remark or other dose. Unless noted, the call rests on the fitted dose curve; in most records, active means well fitted curve in the direction sought with a large enough effect; inconclusive means small, poorly fitted or top-dose-only effect, or another doubt; inactive means no such curve, though single readings can be large; an effect the other way counts as inactive or inconclusive. Unless noted, on the % scale 0 is the no-effect control and ±100 the full control effect; potency means the concentration at half of the fitted maximal effect. The list is partial. The share of hits here may be higher or lower than overall.

SMILES | TR SRC2 fluor cs | GAA inhib | GAA spleen mod | TRb-SRC2 inh | GoLoco inh red | L3MBTL1 block | RECQ1 helicase | GAA glycogen mod
Cc1ccc2[nH]c(=O)c(CN(CCCN3CCOCC3)C(=O)Nc3ccc(Cl)cc3)cc2c1 | -3% | 1% | 0% | -6% | -10% | 13% | i | 19%
CCC1(C)C2(C#N)C(N)=NC(OC)(OC)C12C#N (centres undefined) | 1% | 0% | -2% | 4% | -33% | 4% | -6% | 2%
O=C1N(Cc2cccnc2)C[C@@H]2C[C@@H](c3ccccc3C#Cc3ccccc3)N3CCC[C@@]123 | -2% | -6% | -6% | -5% | -2% | -13% | i | -14%
COCc1nnc(NC(=O)CCc2ccccc2)s1 | -1% | 0% | -6% | 1% | 2% | 37%[activator][11.4 µM] | -2% | 11%
O=C(c1cc2nc(-c3ccco3)cc(C(F)(F)F)n2n1)N1CCN(Cc2ccccc2)CC1 | 1% | -2% | -18% | -1% | 25% | . | 10% | 1%
O=[N+]([O-])c1ccccc1S(=O)(=O)NCc1ccc(F)cc1 | -5% | 12% | 1% | -1% | 5% | -5% | 15% | 4%
O=C(O)c1ccc(Cl)c(S(=O)(=O)Nc2ccccc2N2CCOCC2)c1 | -2% | -3% | 2% | 7% | 13% | -9% | -8% | -11%
O=C(COc1ccccc1F)N1c2ccccc2CCc2ccccc21 | -1% | -5% | -4% | -10% | 6% | 7% | -7% | 9%
CCOC(=O)CSc1nc(-c2ccc(OC)cc2)ns1 | 1% | -1% | -1% | 0% | -1% | 21% | -3% | 5%
COc1ccccc1N1C(=N)S/C(=C\c2ccc(-c3ccccc3C(=O)O)o2)C1=O | -19% | -8% | 2% | 8% | 57%[activator] | ? | ? | 2%
CC(C)(C)n1nnnc1C(c1ccc(Cl)cc1)N1CCSCC1 (centres undefined) | -2% | 0% | 9% | -19% | -3% | -2% | -7% | 2%
Cc1c(Br)c([N+](=O)[O-])nn1CC(=O)Nc1ccccn1 | -3% | -2% | -11% | -1% | 3% | -4%[11.4 µM] | -4% | -14%
COCCN(C(=S)Nc1ccc(C)cc1)C(C)c1cccnc1 (centres undefined) | 3% | 3% | -9% | -16% | -8% | . | -1% | -16%
Cc1ccc(C(=O)Nc2ccc3c(c2)OCO3)cc1 | 0% | -2% | 2% | 7% | 9% | . | -10% | -2%
Cc1ccc(NC(=S)c2ccccc2)cc1 | 1% | -6% | -1% | -1% | 1% | -10% | -6% | 6%
O=C(NCc1ccc(F)cc1)C1Cc2ccccc2CN1C(=O)c1ccco1 (centres undefined) | 0% | 7% | -17% | -3% | 3% | 4% | -14% | 4%
CCOC(=O)N1CCN(C(=O)CSc2ccc(-c3cccnc3)nn2)CC1 | 3% | 4% | 0% | 0% | -20% | . | i | 1%
Nc1ccccc1SCc1cn2cccnc2n1 | -7% | 1% | -6% | -3% | 8% | -4% | 3% | 1%
COc1cccc(C2CC(c3ccccc3)Nc3nc(N)nn32)c1 (centres undefined) | 0% | . | 5% | 1% | -7% | 0% | i | -1%
O=C(O)c1csc(-c2cccs2)n1 | 0% | -6% | -4% | 6% | 5% | 2% | 9% | 11%
CCCCCn1c(SCC(=O)OC)nc2c1c(=O)[nH]c(=O)n2C | -2% | ? | 6% | -6% | -2% | . | -7% | ?
CCCCC(c1nnnn1CCOC)N1CCN(Cc2ccccc2)CC1 (centres undefined) | -2% | -1% | -4% | -15% | 7% | ? | 0% | 4%
Cc1ccc(C)c(NC(=O)c2cc(=O)c3ccccc3o2)c1 | 2% | -2% | -10% | 0% | 7% | 5% | 8% | -2%
O=c1cc(-c2ccccc2F)oc2ccccc12 | -3% | -7% | -4% | -19% | 9% | 3% | -10% | 2%
O=C(Nc1ccccc1N1CCCCC1)c1cccs1 | 0% | -9% | -6% | -2% | 10% | 14% | i | -16%
Following part:
SMILES | TR SRC2 fluor cs | GAA inhib | GAA spleen mod | TRb-SRC2 inh | GoLoco inh red | L3MBTL1 block | RECQ1 helicase | GAA glycogen mod
COc1ccccc1NC1=C(Cl)C(=O)OC1OC(=O)c1ccco1 (centres undefined) | -3% | -3% | -15% | -4% | 1% | . | i | -1%
CNC(=O)CN(c1ccc(C23CC4CC(CC(C4)C2)C3)cc1)S(C)(=O)=O | 1% | 4% | -13% | -2% | 3% | 1% | i | -9%
CCN(CCn1cccn1)C(=O)CCc1nnc(CCc2ccccc2OC)o1 | -6% | -3% | -11% | -5% | 4% | 5% | -3% | -5%
Cc1ccc(OCc2nc(-c3ccccn3)no2)c(Br)c1 | 2% | -14% | -16% | 8% | -7% | -3% | -5% | 4%
CCn1ccnc1CN(C)C(=O)CC1C(=O)NCCN1Cc1c(F)cccc1Cl (centres undefined) | -1% | . | 3% | 1% | 0% | 4% | -12% | 19%
CCCC(=O)N/C(N)=N/c1nc(C)c2ccccc2n1 | -1% | . | -22% | 2% | 8% | -2% | -3% | -4%
Cc1ccc(-c2cc(C(=O)Nc3nccs3)c3ccccc3n2)o1 | -3% | -1% | -5% | -1% | 10% | ? | -12% | -1%
CCc1ccc(NC(=O)C2(C)Cc3ccccc3C(=O)O2)cc1 (centres undefined) | 3% | -5% | -7% | 4% | -11% | 5% | -2% | 3%
O=C1CCN(Cc2nc(-c3ccc(Cl)cc3)no2)CCN1 | -2% | 0% | 4% | -5% | -3% | -4% | -8% | -13%
Nc1c(NCc2ccccc2)c(=O)c1=O | -1% | . | -2% | 4% | 0% | . | -2% | 1%
Cc1cc(C(=O)COC(=O)c2ccc[nH]c2=O)c(C)n1C1CC1 | 0% | -9% | 1% | -3% | 2% | -3% | -1% | 1%
O=C(COC(=O)c1n[nH]c(=O)c2ccccc12)c1ccccc1 | 0% | -5% | -6% | -8% | 9% | . | i | 2%
FC(F)Oc1ccc(/C=N/N2CCCCC2)c(OC(F)F)c1 | -1% | 8% | -2% | -3% | 5% | -18% | i | -1%
C=CCN1C(=NC(=O)CCC(=O)O)SC2CS(=O)(=O)CC21 (centres undefined) | -1% | 1% | -1% | -10% | 7% | 2% | 0% | -4%
COc1ccccc1N(CC(=O)NCCc1ccccc1)S(C)(=O)=O | -5% | -8% | -2% | -2% | . | 52%[activator] | -4% | 3%
O=C(NCCCN1CCOCC1)C1CC(=O)N(CCc2ccccc2)C1 (centres undefined) | 1% | ? | -4% | 7% | -9% | 39%[activator] | -4% | -8%
Cc1ccc(NC(=O)C2CCCN(S(=O)(=O)c3cnc[nH]3)C2)cc1F (centres undefined) | 1% | 2% | 0% | 8% | 3% | -5% | 2% | 1%
CN=C1c2cc3cc(OC)ccc3n2CCN1C | 0% | -3%[15.4 µM] | 2% | -2% | 5% | 9% | 8% | -5%
Cc1ccc(-c2[nH]ncc2/C=C(\C#N)C(=O)NC2CCCCC2)cc1 | -9% | ? | -1% | -3% | 4% | 22% | -3% | -7%
Cc1ccc(NC(=O)CSc2cccc[n+]2[O-])c([N+](=O)[O-])c1 | -6% | 1% | -2% | -6% | 5% | 10% | -7% | 2%
Cc1c(-c2nc(N)nc(Nc3ccc(F)cc3)n2)oc2ccccc12 | 1% | -4% | -6% | -1% | 5% | -17%[11.4 µM] | i | -18%
CCCCCCCNC1=CC(=O)CC(c2ccco2)C1 (centres undefined) | 0% | -1% | -2% | 5% | -9% | ? | -3% | 7%
O=C(COC(=O)Cc1cn2ccsc2n1)NCc1ccc2c(c1)OCO2 | -2% | 5% | 2% | 2% | 14% | -5% | i | 3%
Cc1ccc(/C=N/NC(=O)c2cccnc2)o1 | -3% | -7% | 9% | 7% | -4% | . | 4% | 3%
COCCN1CCn2c(nc3cc([N+](=O)[O-])ccc32)C1 | -1% | . | 0% | -1% | 3% | . | -12% | 0%

Complete entries, looked up by structure. Values in the order: TR SRC2 fluor cs, GAA inhib, GAA spleen mod, TRb-SRC2 inh, GoLoco inh red, L3MBTL1 block, RECQ1 helicase, GAA glycogen mod
Listed for CCCCCCCNC1=CC(=O)CC(c2ccco2)C1 (centres undefined) → 0%, -1%, -2%, 5%, -9%, ?, -3%, 7%
Listed for Cc1ccc(OCc2nc(-c3ccccn3)no2)c(Br)c1 → 2%, -14%, -16%, 8%, -7%, -3%, -5%, 4%
Listed for CN=C1c2cc3cc(OC)ccc3n2CCN1C → 0%, -3%[15.4 µM], 2%, -2%, 5%, 9%, 8%, -5%
Listed for CCCC(=O)N/C(N)=N/c1nc(C)c2ccccc2n1 → -1%, ., -22%, 2%, 8%, -2%, -3%, -4%

(list continues)
SMILES | TR SRC2 fluor cs | GAA inhib | GAA spleen mod | TRb-SRC2 inh | GoLoco inh red | L3MBTL1 block | RECQ1 helicase | GAA glycogen mod
CCN(CC)S(=O)(=O)c1cc(NC(=O)CNc2c(C)n(C)n(-c3ccccc3)c2=O)ccc1C | 0% | 8% | 1% | -1% | 4% | 8% | 0% | -9%
CCCCN1C(=O)Cc2c1nc(N)c1c(N)nc(N(CCC)CCC)c(C#N)c21 | 5% | -1% | -1% | ? | -5% | -9% | -5% | 5%
O=C(NCCCn1ccnc1)c1noc2c1CCCC2 | 0% | -14% | 3% | 0% | -4% | 4% | -9% | 1%
CN1CCN(c2ccccc2NC(=O)Cc2cn(C)c3ccccc23)CC1 | -1% | -5%[15.4 µM] | -4% | 6% | -3% | -2% | -5% | 15%
CC(C)OC(=O)c1nnc(-c2ccccc2)nc1OC(C)C | -1% | 2% | -5% | 1% | 18% | -4% | -13% | -6%
CCOC(=O)c1cnc2[nH]c3ccccc3n2c1=O | 2% | 1% | 6% | 3% | 10% | 0% | -3% | -5%
Cn1cnnc1Sc1cc(N2CCN(S(=O)(=O)c3ccc(Cl)c(Cl)c3)CC2)ccc1[N+](=O)[O-] | 0% | -11% | -18% | -5% | 3% | -10% | -10% | -8%
